From PubChem BioAssay
M1 antag: antagonists of human M1 muscarinic receptor | CHO-K1 hM1, Fluo-8 calcium fluorescence, ACh EC80 antagonist | P11229 | 360,000 tested, 1.3% active | AID 588852 | inhibition, % at 3 µM;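 active = percent inhibition above its own plate's cutoff, namely the mean of that plate's compound wells plus 3 SD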;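 also: peak over basal fluorescence ratio during 140 s after agonist addition; 0% = ACh EC80 plus DMSO and 100% = DMSO alone without agonist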
Target sequence (P11229 whole entry, looked up): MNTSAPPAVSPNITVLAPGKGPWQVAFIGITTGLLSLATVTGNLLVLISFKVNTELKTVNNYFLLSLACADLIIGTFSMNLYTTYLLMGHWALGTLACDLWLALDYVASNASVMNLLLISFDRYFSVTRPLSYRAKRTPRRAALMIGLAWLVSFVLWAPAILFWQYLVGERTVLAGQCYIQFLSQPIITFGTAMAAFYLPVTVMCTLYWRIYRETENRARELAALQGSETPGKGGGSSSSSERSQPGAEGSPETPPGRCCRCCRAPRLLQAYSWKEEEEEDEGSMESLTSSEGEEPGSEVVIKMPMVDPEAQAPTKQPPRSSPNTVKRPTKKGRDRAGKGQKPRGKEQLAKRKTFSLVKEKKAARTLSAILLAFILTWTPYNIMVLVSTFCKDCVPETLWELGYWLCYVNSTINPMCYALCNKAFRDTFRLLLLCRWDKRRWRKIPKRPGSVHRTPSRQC
CHRM1 agonist: agonists of human M1 muscarinic receptor | 360,000 tested, 0.33% active | P11229 | activation, % at 3 µM | CHO-K1 hM1, Fluo-8 calcium fluorescence, agonist mode; 0% DMSO, 100% acetylcholine EC100;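 active = activation above the run's mean compound activation plus 3 SD, cut at about 16% in these data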;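 also: peak over basal fluorescence ratio within a 140 s kinetic read after compound addition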
CHO parental Ca: signal in parental CHO cells, OX1R antagonist counter-screen; parental CHO-K1, ATP-induced calcium, Fluo-8 fluorescence; inhibition, % at 5.6 µM; 330,000 tested, 0.63% active; AID 463079;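 active = inhibition above that plate's mean sample inhibition plus 3 SD, cut at about 26% in these data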;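 also: 0% = ATP-challenged DMSO wells and 100% = DMSO wells without ATP; some compounds past the cut are filed as inactive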
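Test system: parental CHO cells; detection: calcium-sensitive Fluo-8 fluorescence; evaluation: percent inhibition of calcium signal; also added: ATP as calcium-mobilizing challenge; repeats: one well per compound; control set: ATP-challenged DMSO wells low, unchallenged DMSO wells high; compound: single nominal dose of 5.6 µM per compound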
CHO-K1 Ca ag: counter-screen for M1 agonists: effect in parental CHO-K1 cells; 360,000 tested, 0.48% active; Fluo-8 calcium fluorescence; scaled to maximal ATP response, vehicle zero; activation, % at 3 µM; AID 602248; in the data active = activation above about 15%;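 also: untransfected CHO-K1 host cells lacking M1 receptor as counterscreen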
CHRM4 agonist: agonists of human muscarinic M4 receptor (CHRM4). P08173. CHO-K1 hM4/Gqi5, Fluo-8 calcium fluorescence; vehicle 0%, full acetylcholine response 100%. activation, % at 3 µM. 360,000 tested, 0.14% active;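 active = activation above the run mean over all test wells plus 3 SD, cut at about 32% in these data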;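 also: peak over basal fluorescence ratio per well then scaled between controls; 0% = DMSO wells and 100% = acetylcholine at EC100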
CHO-K1 Ca antag: M1 antagonist counterscreen hit in parental CHO-K1 cells | ATP-induced calcium, Fluo-8 fluorescence | inhibition, % at 3 µM | 360,000 tested, 0.6% active | AID 602250;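 active = inhibition above a per-plate cutoff, the plate's mean sample inhibition plus 3 SD, cut at about 24% in these data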;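 also: 0% = DMSO plus EC80 ATP and 100% = DMSO alone without ATP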
M1 PAM: positive allosteric modulators of human M1 muscarinic receptor; activation, % at 3 µM; CHO-K1 hM1, Fluo-8 calcium fluorescence, ACh EC20; 0% = ACh EC20, 100% = maximal ACh; AID 588819; 360,000 tested, 0.088% active; P11229; in the data active = activation above about 19%, passing the limit was not always enough
M4 antag: blocks acetylcholine activation of human M4 receptor | 360,000 tested, 0.73% active | CHO-hM4 cells, ACh EC80, Fluo-8 calcium fluorescence | inhibition, % at 3 µM | P08173;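 active = inhibition above its plate's cutoff, the mean inhibition of sample wells plus 3 SD, cut at about 27% in these data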;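 also: 0% = acetylcholine EC80 with DMSO and 100% = DMSO without agonist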
OXTR potentiator: human OXTR potentiation; 320,000 tested, 0.061% active; activation, % at 3 µM; AID 2445; CHO-OTR cells, Fluo-8 calcium fluorescence, potentiator mode; 0% = oxytocin EC15, 100% = EC100;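 active = activation above that plate's cutoff, the mean activation of tested compounds plus 3 SD, cut at about 6.6% in these data, passing the limit was not always enough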;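 also: 100% uses oxytocin at 75 nM as the full agonist control; some results filed as inactive read as strong as hits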
Target sequence (P30559 whole entry, looked up): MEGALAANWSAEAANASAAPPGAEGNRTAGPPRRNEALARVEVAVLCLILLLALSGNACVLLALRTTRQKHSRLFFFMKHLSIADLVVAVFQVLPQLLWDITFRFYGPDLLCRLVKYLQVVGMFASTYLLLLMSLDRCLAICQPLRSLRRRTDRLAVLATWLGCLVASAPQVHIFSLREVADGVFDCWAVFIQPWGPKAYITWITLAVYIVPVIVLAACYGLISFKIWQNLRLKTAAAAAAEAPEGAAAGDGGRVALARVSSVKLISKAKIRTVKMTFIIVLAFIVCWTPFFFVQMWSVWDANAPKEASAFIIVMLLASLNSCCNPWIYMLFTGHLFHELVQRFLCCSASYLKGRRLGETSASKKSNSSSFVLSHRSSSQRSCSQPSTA
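Assay system: CHO-OTR cells, human receptor / Also added: oxytocin at about EC15, sub-maximal agonist stimulus / Dosing: single dose, 3.0 µM nominal final compound concentration / Incubation: 6 min pre-incubation, 100 s read / Technique: Fluo-8 calcium dye fluorescence / Read-out: % activation vs EC15 and EC100 oxytocin / Benchmarks: EC15 oxytocin low, 75 nM oxytocin high / Replicates: singlicate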
Numbers without * were called inactive; . = not tested or not shown. Hits appear at their usual frequency; 2.9% or so of the library scored in one or more.

SMILES	M1 antag	CHRM1 agonist	CHO parental Ca	CHO-K1 Ca ag	CHRM4 agonist	CHO-K1 Ca antag	M1 PAM	M4 antag	OXTR potentiator
Cc1ccccc1NC(=O)CCCn1nc(C)c2c(C)n(-c3ccccc3)nc2c1=O	-6	-7	-20	-0.5	-1	-11	4	8	-5
O=C(O)C1C2C=CC(C2)C1C(=O)NC(c1ccccc1)c1ccccc1 (stereo not given)	-5	-5	-20	5.3	0	-5	5	2	-2
CCCCc1c(O)nc(SCCN(C)C)n(-c2ccccc2)c1=O	-1	-7	-7	0.6	0	-4	2	-1	-12
O=C(Cc1ccccc1)Nc1ccc(NC(=O)C2CC2)nc1	-6	-4	12	0.1	0	-5	3	3	-15
CC(=O)/C(=N\Nc1ccccc1)Oc1ccc([N+](=O)[O-])cc1	-9	-2	-24	0.3	0	-15	9	-1	-12
O=C1c2ccccc2S(=O)(=O)N1CC(O)COc1ccc(Cl)cc1 (stereo not given)	-4	0	-6	2.0	6	4	9	-4	-17
CC(=O)OC(C)(C)/C=C/C(=O)[C@](C)(O)C1[C@H](O)C[C@@]2(C)C3CC=C4C(C=C(O[C@@H]5O[C@H](CO)[C@@H](O)[C@H](O)[C@H]5O)C(=O)C4(C)C)[C@]3(C)C(=O)C[C@]12C (stereo not given in full)	-3	2	-3	0.0	-1	4	18	-5	2
O=C(CCc1ccccc1)Nc1ccccc1C(F)(F)F	-13	-7	-6	-0.2	0	-3	16	5	-6
O=C(NCc1ccccc1)/C(NC(=O)c1ccccc1)=C(/Sc1ccccn1)c1ccccc1	11	0	-17	5.6	13	4	-3	18	-19
O=C(NC1CCCC1)C(c1ccccn1)N(Cc1ccc(F)cc1)C(=O)c1csnn1 (stereo not given)	-7	-3	-13	3.5	1	8	5	0	-10
CCNC(=S)N1CC(C)OC(C)C1 (stereo not given)	-13	-3	4	0.2	1	3	9	-1	0
C=CCn1cc(-c2ccc(Cl)cc2)cc(C#N)c1=O	15	1	-13	-0.2	1	16	-4	-5	-12
Clc1ccccc1-c1nc(-c2ccc(Br)o2)no1	-10	-5	3	1.9	-1	-8	2	2	-9
CC(Oc1ccccc1)c1ccnc2nc(N3CCOCC3)nn12 (stereo not given)	-4	-6	-9	0.0	0	5	5	-6	-21
Cc1ccc2c(c1)C(O)(C1COC(C)(C)CC1=O)C(=O)N2C (stereo not given)	-3	-3	-3	0.2	0	-2	5	-12	1
CC(C)OC(=O)c1c(NC(=O)c2cccs2)sc2c1CCCC2	-10	-3	-4	-0.1	0	-4	4	3	-3
COc1ccccc1C(CNC(=O)c1cccc(NS(=O)(=O)c2ccc(Br)cc2)c1)N(C)C (stereo not given)	99*	-5	-11	2.8	4	2	-26	11	-10
CC1Cc2cc(/C(O)=C3/C(=O)C(=O)N(CCCn4ccnc4)C3c3ccncc3)ccc2O1 (stereo not given)	4	-2	-11	0.5	1	-21	-1	3	-7
CC(C)CCN1C(=O)CCC1(C)C(=O)NC1CCCCCCC1 (stereo not given)	31	-8	-8	0.6	1	-10	-9	-4	-1
O=C1CCCC2=C1C(c1ccc3c(c1)OCO3)c1c([nH]n(-c3ccccc3)c1=O)N2 (stereo not given)	2	-5	2	0.5	0	1	5	1	-9
CCN(CC)C(=O)c1cccc(NC(=O)C2=COCCO2)c1	0	-3	-5	0.3	2	0	7	7	-1
CCNC(=S)N/N=C(\C)c1ccc(N2CCOCC2)cc1	-5	-6	-6	0.7	0	-3	5	4	-12
CCN(Cc1ccccc1)C(=O)COC(=O)CNS(=O)(=O)c1ccc(C)cc1	-10	-6	0	0.5	1	-9	6	1	-4
COc1ccc2c(c1OC)C(=O)OC2CC(=O)c1ccc(O)c(O)c1 (stereo not given)	16	-1	1	0.4	1	-34	-16	3	1
Cc1ccccc1C(=O)Nc1ccccc1NC(=O)c1ccccc1C	1	-4	.	2.8	12	-4	2	0	.

M1 antag, what is marked active above.
SMILES	M1 antag	CHRM1 agonist	CHRM4 agonist	M1 PAM	M4 antag	OXTR potentiator
COc1ccccc1C(CNC(=O)c1cccc(NS(=O)(=O)c2ccc(Br)cc2)c1)N(C)C (stereo not given)	99*	-5	4	-26	11	-10

Other compounds
SMILES	M1 antag	CHRM1 agonist	CHO parental Ca	CHO-K1 Ca ag	CHRM4 agonist	CHO-K1 Ca antag	M1 PAM	M4 antag	OXTR potentiator
COc1ccc(-n2c(Cc3cccn3C)nnc2SCC(=O)Nc2nc(C)cs2)cc1	-13	-9	-19	0.5	1	5	6	-7	-5
CN(C)c1ccc(P(=O)(CC(=O)N/N=C/c2ccc(C#N)cc2)OCCCl)cc1 (stereo not given)	-6	-6	-8	0.4	2	-8	8	-3	-1
CCOC(=O)[C@]12CCC=C1N(Cc1ccco1)C(=O)[C@H](CC(=O)N1CCCCC1)C2	.	.	.	0.6	1	-17	.	4	.
COc1ccc(-c2ccc(SCC(=O)N3CCOCC3)nn2)cc1OC	-1	-3	-1	0.3	2	3	-2	6	-12
CC(C)(C)OC(=O)N1Cc2ccccc2C[C@H]1C(=O)O	-16	-1	-14	-0.2	0	6	1	5	-4
Cn1c(NCc2ccccc2F)nc2cc(-c3ccccc3)sc2c1=O	-5	-2	.	1.0	2	0	5	-10	.
Clc1ccc(-c2nnc3n2CCCC3)cc1Cl	5	-6	-8	0.5	0	-4	3	11	5
CCCCCNC(=O)c1ccc2c(c1)ncn2-c1ccc(OC)cc1	2	-4	-36	-1.6	1	5	5	-1	-2
Fc1cnc(Cl)nc1N1CCN(c2ccccc2)CC1	-22	-3	-23	1.5	1	-13	16	-3	-9
S=c1[nH]nc(Cc2ccccc2)n1Cc1ccco1	92*	-13	-4	0.7	0	-16	-33	68*	6
Cc1cc(N=Nc2c(O)c3ccccc3[nH]c2=O)ccc1N=Nc1ccc(C(=O)N(C)C)cc1	2	-4	.	-0.1	1	-12	0	-1	.
Cc1ccc(S(=O)(=O)Nc2ccc3c(c2)nc(CCN2CCOCC2)n3C)cc1	-8	-8	-12	0.1	1	-5	2	9	-1
Nc1cc(Br)cc2c1[nH]c(=O)c1ccccc12	-5	-1	.	0.3	0	-6	0	-15	.
COCCN(Cc1cc2c(C)cc(C)cc2nc1Cl)C(=O)c1ccccc1F	-3	-3	-16	-0.1	1	-10	2	3	-18
CCOc1ccccc1C(=O)Nc1ccc(NC(=O)c2ccccc2)cc1	-19	-1	-11	0.2	0	-17	6	-13	-1
COc1ccc(/C=C/CN2CCN(CCc3ccccc3)C(CCO)C2)cc1 (stereo not given)	32	-4	-21	0.0	3	-12	-8	2	-22
CCNC(=O)COC(=O)CCNC(=O)c1cccc(C)c1	-12	-3	-5	0.1	1	-6	11	-4	-1
CC1CC(C)CN(C(=S)NC2CCCCC2)C1 (stereo not given)	-10	-12	-14	0.3	0	-5	11	2	6
S=c1[nH]nc(C2CCCCC2)n1/N=C/c1cccc(Cl)c1Cl	5	0	.	0.6	-1	-6	-3	9	.
COc1ccc(OC)c2nc(-c3cccnc3)ccc12	-12	-6	-2	0.6	1	-1	17	-2	-6
COc1cccc2[nH]c3c(=O)n(CCN(C)C)cnc3c12	-4	-1	-17	-0.4	0	3	2	1	-8
CN(C)S(=O)(=O)c1cc(NC(=O)c2cc(=O)c3ccccc3o2)ccc1Cl	2	-2	-9	9.1	18	-13	0	2	-14
CCC(=O)Nc1cc(C(F)(F)F)ccc1N1CCOCC1	-6	-2	-9	-0.7	0	3	6	-9	-9
O=C(COc1ccc(Br)cc1)Nc1ccc([N+](=O)[O-])cn1	-4	-4	1	0.4	-2	-2	3	8	-1
O=C(CSc1nnc2ccccn12)NNC(=O)c1ccccc1	-14	-4	-12	-0.5	1	-12	7	-17	-7

For reference, part of the list above:
SMILES	M1 antag	CHRM1 agonist	CHO parental Ca	CHO-K1 Ca ag	CHRM4 agonist	CHO-K1 Ca antag	M1 PAM	M4 antag	OXTR potentiator
CCCCCNC(=O)c1ccc2c(c1)ncn2-c1ccc(OC)cc1	2	-4	-36	-1.6	1	5	5	-1	-2
Fc1cnc(Cl)nc1N1CCN(c2ccccc2)CC1	-22	-3	-23	1.5	1	-13	16	-3	-9
S=c1[nH]nc(Cc2ccccc2)n1Cc1ccco1	92*	-13	-4	0.7	0	-16	-33	68*	6

(listing goes on)
SMILES	M1 antag	CHRM1 agonist	CHO parental Ca	CHO-K1 Ca ag	CHRM4 agonist	CHO-K1 Ca antag	M1 PAM	M4 antag	OXTR potentiator
CCS(=O)(=O)N1CCN(c2cnn(-c3ccccc3)c(=O)c2Cl)CC1	-12	-6	-2	-0.5	1	11	5	-1	-6
CCOc1ccc(CCNC(=O)c2ccc(S(=O)(=O)N3CCCC3)cc2)cc1OCC	-13	-7	-26	0.0	1	12	8	-10	-7
COC(=O)COc1ccc(S(=O)(=O)NCC2CCCO2)cc1Cl (stereo not given)	-5	-6	-17	1.1	0	-9	0	-4	-2
COc1cc(N)c(Br)cc1C(=O)O	-3	1	-13	-0.5	0	20	3	-1	2
CC1CCN(C(=O)CSc2nnc(Cn3c(=O)sc4ccccc43)n2C)CC1	-10	-10	0	0.1	2	-4	5	-5	-7
O=C(COC(=O)/C=C/c1ccco1)NC1CCCCC1	17	-5	-9	0.3	1	-2	-7	-1	-6
COc1ccc(-c2nc(-c3cccc(C(F)(F)F)c3)no2)cc1OC	-3	-3	-9	0.2	1	-4	8	-1	-6

As entered above:
COc1cc(N)c(Br)cc1C(=O)O in M1 PAM is listed with 3
CC1CCN(C(=O)CSc2nnc(Cn3c(=O)sc4ccccc43)n2C)CC1 in CHO parental Ca is listed with 0
O=C(COC(=O)/C=C/c1ccco1)NC1CCCCC1 in OXTR potentiator is listed with -6
COC(=O)COc1ccc(S(=O)(=O)NCC2CCCO2)cc1Cl (stereo not given) in M1 antag is listed with -5
COc1ccc(-c2nc(-c3cccc(C(F)(F)F)c3)no2)cc1OC in M4 antag is listed with -1
CCS(=O)(=O)N1CCN(c2cnn(-c3ccccc3)c(=O)c2Cl)CC1 in CHO parental Ca is listed with -2
CCOc1ccc(CCNC(=O)c2ccc(S(=O)(=O)N3CCCC3)cc2)cc1OCC in M1 PAM is listed with 8
